UBC13 inh – UBC13 polyubiquitin chain formation inhibitors, primary screen, biochemical, TR-FRET, uHTS. inhibition, % at 20 µM. Ubiquitin-conjugating enzyme E2 N (Homo sapiens), P61088. 330,000 tested, 0.47% active; in the data active = inhibition above about 45%, passing the limit was not always enough
APJ antag – antagonists of human apelin receptor APJ, primary screen, CHO-K1 cells, beta-arrestin complementation, luminescence | P35414 | inhibition, % at 20 µM | 330,000 tested, 0.32% active | AID 2521, 2010;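 active = inhibition above about 40% at 20 µM, limit read from the data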;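 also: cells challenged with 10 nM apelin-13 agonist together with compound; plate controls were apelin-13 plus DMSO wells for no effect and DMSO wells lacking apelin-13 for full effect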
ATG4B inh – ATG4B protease inhibitors, primary screen, biochemical, fluorescence, uHTS | Cysteine protease ATG4B (Homo sapiens), Q9Y4P1 | ATG4B cleavage of LC3-PLA2, NBD-HPC fluorescence, 1 h | inhibition, % at 8.33 µM | 340,000 tested, 0.51% active | AID 504462, 2011; in the data active = inhibition above about 40%
Gli-Sufu antag – Gli-Sufu pathway antagonists, primary screen, luciferase luminescence, Sufu-KO-LIGHT cells, uHTS; AID 588413, 2011; 340,000 tested, 0.74% active; inhibition, % at 5 µM; Sufu-KO-LIGHT fibroblasts, Gli luciferase reporter luminescence;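 active = inhibition above about 55%, limit read from the data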;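 also: 0% = DMSO-treated cells and 100% = wells with medium but no cells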
EBI2 antag – EBI2 receptor antagonists, beta-arrestin recruitment, primary screen, cell-based, luminescence, 7a,25-OHC stimulation, uHTS. 7a,25-OHC stimulated. inhibition, % at 5 µM. 360,000 tested, 0.81% active. AID 651636, 2012; in the data active = inhibition above about 38%;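 also: enzyme fragment complementation signal reports receptor beta-arrestin coupling in cells; 0% = agonist plus DMSO wells and 100% = wells without agonist; some results beyond the cut were filed as inactive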
Target sequence (P32249 whole entry, looked up, the tested form may be a part): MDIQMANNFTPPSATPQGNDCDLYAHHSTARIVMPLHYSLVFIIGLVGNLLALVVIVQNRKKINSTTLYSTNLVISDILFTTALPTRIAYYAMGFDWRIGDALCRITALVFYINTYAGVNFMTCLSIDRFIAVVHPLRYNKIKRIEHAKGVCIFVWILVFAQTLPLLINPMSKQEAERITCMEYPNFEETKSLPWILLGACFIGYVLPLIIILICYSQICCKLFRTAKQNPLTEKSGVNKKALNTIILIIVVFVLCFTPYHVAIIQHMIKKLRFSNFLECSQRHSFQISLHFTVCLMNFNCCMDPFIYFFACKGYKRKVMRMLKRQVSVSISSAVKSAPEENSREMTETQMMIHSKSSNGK
APJ agonist – agonists of human apelin receptor APJ, primary screen, CHO-K1 cells, PathHunter beta-arrestin, luminescence; P35414; 0% DMSO wells, 100% apelin; activation, % at 20 µM; 330,000 tested, 0.11% active;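 active = activation more than six SD over the plate average, tested at 20 µM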;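 also: 0% = DMSO alone and 100% = apelin-13 at 10 nM; some results filed as inactive read as strong as hits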
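Assay system – PathHunter CHO-K1 APJ (AGTRL-1) beta-arrestin reporter cells · Compound – one dose, 20 µM compound, 1% DMSO · Timing – compound 90 min 25 °C, reagent 1 h · Measured by – luminescence from split beta-galactosidase complementation, Galacton Star/Emerald II substrate · Measure – beta-arrestin recruitment to APJ as agonist activity, luminescent signal · Benchmarks – DMSO vs Apelin-13 10 nM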
CCR6 antagonist – CCR6 receptor antagonists, primary screen, cell-based, CHO-K1, luminescence, beta-arrestin, uHTS; C-C chemokine receptor type 6 (Homo sapiens), P51684; CHO-K1 CCR6 PathHunter beta-arrestin, CCL20-stimulated; inhibition, % at 20 µM; 340,000 tested, 0.49% active;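 active = compounds whose inhibition of the agonist-driven luminescence signal at 20 µM reaches about 50%, limit read from the data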;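 also: cells stimulated with CCL20 at 14 nM final; plate controls were DMSO with CCL20 for no effect and DMSO without agonist for full effect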
Target sequence (P51684 whole entry, looked up): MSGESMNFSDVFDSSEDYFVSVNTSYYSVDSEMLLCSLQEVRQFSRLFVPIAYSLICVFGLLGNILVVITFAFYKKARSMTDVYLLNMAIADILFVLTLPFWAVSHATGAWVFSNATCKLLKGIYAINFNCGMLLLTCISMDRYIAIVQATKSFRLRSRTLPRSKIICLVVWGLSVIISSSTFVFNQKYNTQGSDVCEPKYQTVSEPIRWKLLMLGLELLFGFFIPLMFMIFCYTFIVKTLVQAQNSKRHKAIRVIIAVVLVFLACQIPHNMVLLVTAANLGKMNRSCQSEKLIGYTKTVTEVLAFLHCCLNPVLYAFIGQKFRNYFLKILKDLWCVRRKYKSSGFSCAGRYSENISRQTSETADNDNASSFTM
CXCR6 block – CXCR6 receptor inhibitors, primary screen, cell-based, beta-arrestin, luminescence, CHO-K1 PathHunter, 1536-well. inhibition, % at 20 µM. 360,000 tested, 0.36% active; in the data active = inhibition above about 34%, passing the limit was not always enough;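 also: antagonist mode with CXCL16 agonist at 10 nM final; 0% = 10 nM CXCL16 with DMSO and 100% = unstimulated wells without agonist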
Target sequence (O00574 whole entry, looked up): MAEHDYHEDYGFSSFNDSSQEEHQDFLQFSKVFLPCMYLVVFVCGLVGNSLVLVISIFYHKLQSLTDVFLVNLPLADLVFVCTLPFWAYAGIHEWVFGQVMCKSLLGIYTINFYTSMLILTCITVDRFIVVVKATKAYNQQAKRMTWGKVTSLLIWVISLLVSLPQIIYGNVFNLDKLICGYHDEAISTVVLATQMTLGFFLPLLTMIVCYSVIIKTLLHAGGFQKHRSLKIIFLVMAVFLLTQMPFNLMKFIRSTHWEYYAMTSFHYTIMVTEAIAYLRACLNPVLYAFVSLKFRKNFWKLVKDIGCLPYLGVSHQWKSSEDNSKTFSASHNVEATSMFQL
Active calls of the source: *; . = no result given.

SMILES	UBC13 inh	APJ antag	ATG4B inh	Gli-Sufu antag	EBI2 antag	APJ agonist	CCR6 antagonist	CXCR6 block
CCn1c(SC(C)C(=O)NCC2CCCO2)nc2ccccc21 (stereo unspecified)	4	16	-1	1	-9	1	-13	-8
CCOc1ccc(C(=O)NCC(=O)N2CCN(C/C=C/c3ccccc3)CC2)cc1OCC	10	18	-2	12	26	-3	2	4
CCCc1cc(=O)oc2cc(OCC(=O)N3CCC(C(N)=O)CC3)ccc12	8	8	-19	-4	4	-5	-2	-2
O=C(COC(=O)c1cncc(Br)c1)NC1CCCCCC1	-6	10	-4	3	8	-2	15	2
Cc1ncc(CN2CCC(C(=O)Nc3ccc(Oc4cccnc4)cc3)CC2)cn1	8	-8	16	-2	8	-4	7	-4
CCN=C1S/C(=C\c2cc(Br)c(O)c(OC)c2)C(=O)N1CC	-21	20	5	4	-3	0	7	-7
COC(=O)C1=C(N)Oc2c(oc(CO)cc2=O)C1c1ccccc1F (stereo unspecified)	4	1	-7	7	4	-5	2	-4
Cc1cc(F)ccc1NC(=O)CCc1c(C)nn(-c2ccc(N3CCCCC3)nn2)c1C	-5	-9	-4	-4	3	7	3	2
O=C(NNC(=O)C1COc2ccccc2O1)c1cccc([N+](=O)[O-])c1 (stereo unspecified)	6	-26	-10	-4	6	-4	12	5
CCOP1(=O)OCC2OC(n3cnc4c(N)ncnc43)C(O)C2O1 (stereo unspecified)	1	4	0	-1	-3	-3	5	-1
CC1(C)NC(C)(C)c2nonc2/C1=N\O	20	-10	-2	5	8	3	-4	-9
COc1ccc(NC(=O)Nc2cccc3c2O[C@H](CN(C)C(=O)NC2CCCCC2)[C@@H](C)CN([C@H](C)CO)C3=O)cc1	3	9	-6	-3	2	-1	-5	2
CCN(CC)CCNC(=O)c1ccc(NC(=O)c2cccc(S(=O)(=O)N(C)C3CCCCC3)c2)cc1	.	.	-50	7	-16	.	8	-4
CN(c1ccccc1)S(=O)(=O)c1nnc(NC(=O)C2CCCCC2)s1	-3	4	10	-9	-5	4	15	-4
C/C(=N/NC(=O)c1ccncc1)c1ccccc1	-1	-17	-5	-13	-4	-4	-5	6
O=C(CC1SC(=Nc2ccccc2)N(CCc2c[nH]c3ccccc23)C1=O)Nc1ccccc1F (stereo unspecified)	-20	-23	17	10	27	-1	3	-3
COc1cccc(/C=C2\SC(=O)N(CCC(=O)NCCCn3ccnc3)C2=O)c1	-6	7	-10	11	-5	-4	3	-7
CCn1c(Oc2cccc(Br)c2)nc2c1c(=O)n(C)c(=O)n2C	-2	17	-7	8	5	-2	11	-14
CCCOc1ccc(/C=C/C(=O)N2CCOCC2)cc1	-4	-16	1	-44	-12	3	4	4
COc1ccccc1C(c1nnnn1C(C)(C)C)N1CCN(Cc2ccncc2)CC1 (stereo unspecified)	7	9	-8	1	-2	-1	-3	-3
CCCCC1CCC(C(=O)OCC(=O)N(CCOC)c2c(N)n(Cc3ccccc3)c(=O)[nH]c2=O)CC1 (stereo unspecified)	1	14	3	-2	-2	8	3	-2
N#Cc1ccc(C(=O)Nc2cc(-c3ccc(F)cc3)nn2-c2ccccc2)cc1	12	12	-9	27	10	2	-1	0
CC(=O)c1c(C)[nH]c(C(=O)OCC(=O)Nc2ccc(Cl)c(S(=O)(=O)N(C)C)c2)c1C	6	-19	-15	19	-1	6	-1	-6
Cc1cc(C)nc(SCc2cnc(C)nc2N)n1	8	-22	-4	-2	3	-2	9	4
CCc1nnc(NC(=O)c2sc3nc4cc(C)ccc4cc3c2N)s1	-50	12	20	-5	10	-1	26	-1
NC(=O)COC(=O)c1ccccc1Nc1ccc(SC(F)F)cc1	9	-17	-4	-2	-3	-4	-5	1
O=C(c1ccccc1)N1CCN(S(=O)(=O)c2cccc(NS(=O)(=O)c3ccccc3)c2)CC1	2	7	-3	10	-4	-1	2	-4
Brc1ccc(-c2nnc(-c3cccnc3)c3conc23)cc1	11	-33	-12	-1	.	7	-8	.
CNC(=S)N(CCc1c(C)[nH]c2ccc(C)cc12)Cc1cccnc1	2	-59	2	7	4	-2	1	-10
C=CCOn1c(=O)c(-c2ccc(OC)c(OC)c2)[n+]([O-])c2ccccc21	-54	-5	-7	7	-19	1	11	-5
COc1ccc(CN2C(=O)CNC2=S)cc1	7	8	1	39	-4	-1	12	-8
CCn1c(=O)c2ccccc2n2c(SCC(N)=O)nnc12	4	13	-4	-2	-6	-3	4	0
O=C(/C=N/NC(=O)c1ccccc1Br)c1ccccc1	1	-19	-1	-14	-6	-4	25	2
CN(Cc1ccccc1)C(=O)c1cccc(NC(=O)Cc2ccc(NC(=O)C3CCCN(C(=O)c4ccccc4)C3)cc2)c1 (stereo unspecified)	.	.	-18	-2	1	.	9	0
N#Cc1ccc(C2=NC(C(F)(F)F)(C(F)(F)F)c3c(n(Cc4ccco4)c(=O)[nH]c3=O)N2)cc1	-2	15	10	3	2	-2	6	5
S=C(Nc1ccccc1)N1CCN(C(=S)c2ccccc2)CC1	-2	-21	-3	6	7	-1	18	0
CNc1nc(-c2ccc3c(c2)CCN3C(=O)c2ccccc2F)c(C)s1	-9	9	-5	5	0	-1	-5	-4
O=C(c1cc2ccccc2oc1=O)N(Cc1cccc(Br)c1)C1CCS(=O)(=O)C1 (stereo unspecified)	-2	1	-7	-1	6	1	7	5
COc1ccc(Cl)cc1NC(=O)Nc1ccc(Br)cn1	2	-21	2	6	-7	-5	-2	-6
COc1ccc(NC(=O)/C(=C\c2cccs2)NC(=O)c2ccco2)cc1	-6	4	-4	-1	-7	-3	8	-5
O=C1C2C(C(=O)N1c1ccccc1)N1CCCN1C2c1ccccc1 (stereo unspecified)	-9	5	4	7	10	1	2	7
O=C(c1cc(-c2ccc(Cl)cc2)nc2ccccc12)N1CCOCC1	-8	-19	-1	-8	2	-4	1	-4
O=C(CN1CCN(S(=O)(=O)c2ccc(Cl)s2)CC1)N1CCOCC1	-3	-3	3	1	6	1	1	-7
c1cc2c3c(cccc3c1)NC1(CCCCCC1)N2	-28	-2	5	-4	-8	-1	15	1
COc1ccc(-c2csc(Cc3nnc4n3CCCCC4)n2)cc1	6	-7	-6	1	1	4	-7	-4

Three compounds already listed, arranged by their value in APJ antag, smallest number first.
Structure	APJ antag
O=C(c1cc2ccccc2oc1=O)N(Cc1cccc(Br)c1)C1CCS(=O)(=O)C1 (stereo unspecified)	1
CNc1nc(-c2ccc3c(c2)CCN3C(=O)c2ccccc2F)c(C)s1	9
N#Cc1ccc(C2=NC(C(F)(F)F)(C(F)(F)F)c3c(n(Cc4ccco4)c(=O)[nH]c3=O)N2)cc1	15

(more compounds)
SMILES	UBC13 inh	APJ antag	ATG4B inh	Gli-Sufu antag	EBI2 antag	APJ agonist	CCR6 antagonist	CXCR6 block
COc1ccc(N2CCN(CC(=O)NC(=O)NCc3ccccc3)CC2)cc1	5	-1	-3	2	-10	-1	-1	-3
CCCCNC(=O)Cn1c(=O)c2c(ncn2CCC(C)C)n(Cc2ccccc2)c1=O	3	-9	8	20	7	1	4	-9
CCOc1cccc(-c2cc(C(=O)N3N=C(C)CC3(O)C(F)F)c3ccccc3n2)c1 (stereo unspecified)	8	16	-2	-3	7	-4	-3	6
CCCCCCCCCCOC(=O)c1csc2nnsc12	-12	19	-6	6	7	1	-17	-8
Clc1nc2c(ccc3ccccc32)[nH]1	0	14	-8	-18	2	0	-6	-8
Cc1cc(NC(=O)C2C3C(=O)N(Cc4ccc(Cl)cc4)C(C(=O)NCc4ccccc4)C34C=CC2(C)O4)no1 (stereo unspecified)	-9	3	1	6	-8	-3	-4	2
Cc1cc(OC(C)C(=O)NCCN2CCOCC2)c2c(C)cc(=O)oc2c1 (stereo unspecified)	4	12	-6	-6	2	-1	8	3
C[C@H](CO)N1C[C@H](C)[C@@H](CN(C)S(=O)(=O)c2ccc(F)cc2)Oc2c(NC(=O)Nc3ccc4c(c3)OCO4)cccc2C1=O	-4	15	-5	4	4	0	-5	2
CCN(CC)c1ccc(/C=N/NC(=O)c2cc3ccccc3[nH]2)cc1	-8	-21	31	-36	17	0	-7	2
CC1=C(C(=O)Nc2ccccn2)C(c2ccc(F)cc2)n2ncnc2N1 (stereo unspecified)	-9	3	-2	-2	8	0	-2	3
O=CN1CCN(C(C(=O)NC2CCCC2)c2cc3c(cc2[N+](=O)[O-])OCO3)CC1 (stereo unspecified)	18	-76	-2	-5	4	9	-24	-13
O=C1COc2ccc(C(=O)COC(=O)c3ccc4ccccc4n3)cc2N1	6	6	-4	-1	3	-5	-12	9
COCc1cc(=O)oc2cc(NS(=O)(=O)c3ccc(C)cc3)ccc12	20	5	-11	3	-9	-3	-13	-9
O=C(COC(=O)c1ccc[nH]c1=O)NC1CCCCCCC1	6	1	-8	-2	3	-1	3	-4
COc1ccc(C(c2nnnn2CC2CCCO2)N2CCN(c3ccc(F)cc3)CC2)cc1 (stereo unspecified)	-5	1	-6	-3	2	0	-12	14

A stretch of the results above, for reference:
SMILES	UBC13 inh	APJ antag	ATG4B inh	Gli-Sufu antag	EBI2 antag	APJ agonist	CCR6 antagonist	CXCR6 block
COc1ccc(N2CCN(CC(=O)NC(=O)NCc3ccccc3)CC2)cc1	5	-1	-3	2	-10	-1	-1	-3
CCCCNC(=O)Cn1c(=O)c2c(ncn2CCC(C)C)n(Cc2ccccc2)c1=O	3	-9	8	20	7	1	4	-9
CCOc1cccc(-c2cc(C(=O)N3N=C(C)CC3(O)C(F)F)c3ccccc3n2)c1 (stereo unspecified)	8	16	-2	-3	7	-4	-3	6
CCCCCCCCCCOC(=O)c1csc2nnsc12	-12	19	-6	6	7	1	-17	-8
Clc1nc2c(ccc3ccccc32)[nH]1	0	14	-8	-18	2	0	-6	-8

New compounds follow:
SMILES	UBC13 inh	APJ antag	ATG4B inh	Gli-Sufu antag	EBI2 antag	APJ agonist	CCR6 antagonist	CXCR6 block
CC(=O)Oc1ccc(NC(=O)Cc2ccccc2)c(C(=O)O)c1	0	1	2	5	4	-1	-4	-3
c1ccc(-c2ccc(OCCCNC3CCCC3)cc2)cc1	15	-3	-2	18	-13	-1	22	6
COc1ccccc1NC(=S)N(Cc1ccco1)Cc1cc2ccc(C)c(C)c2[nH]c1=O	-7	-11	-5	49	-5	0	-4	1
CC(=O)N1CCCc2cc(S(=O)(=O)CCC(=O)N3CCN(c4ccccc4)CC3)ccc21	-9	14	-1	15	-1	-2	-11	-1
COC(=O)C1=C(C)NC(=O)/C1=C\c1cc(C)n(-c2c(C)cccc2C)c1C	-6	11	-10	3	3	-5	12	8
COC(=O)c1sccc1NC(=S)N1CCCC(C)C1 (stereo unspecified)	11	3	13	0	-1	-3	6	0
O=C(O)c1cccc(S(=O)(=O)N2CCCC(c3nc4c(nnn4Cc4ccccc4Cl)c(=O)[nH]3)C2)c1 (stereo unspecified)	1	10	3	-27	-8	0	8	2
COc1ccc(CC(=O)Nc2cccc3ccccc23)cc1OC	-6	2	-3	-3	-1	-4	7	-5
O=C(Nc1ccc2c(c1)OCCO2)c1cccc(C(=O)Nc2ccc3c(c2)OCCO3)c1	7	14	-9	-35	10	-1	11	10
Cc1ccccc1OCC(=O)N1CCc2ccccc2C1	6	2	3	-6	-1	-1	10	-4
CC(=O)c1c(C)nc(-c2ccccc2)nc1N	16	1	4	-19	7	-1	0	-8
COc1cc(C2OC(=O)c3ccccc3S2)cc(OC)c1OC (stereo unspecified)	3	-6	1	-3	7	2	0	-1
CCOc1cc(NC2CS(=O)(=O)CC2O)c(OCC)cc1NC(=O)c1ccccc1 (stereo unspecified)	-4	-41	-5	-11	-7	8	4	-4
COc1ccc(-c2csc(CCN3N=C(C)CC3=O)n2)cc1	-7	11	4	0	6	-5	7	8
